Cl transport mod: KCC2 cotransporter modulators, thallium flux, primary screen, cell-based, HEK293 KCC2, FluoZin-2 fluorescence, MLSMR; KCC2 cells, thallium flux FluoZin-2 fluorescence; B-score of Tl+ flux slope (higher = more flux/activation; lower = inhibition) at 10 µM; 190,000 tested, 2.2% active; AID 1456, 2008;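 active = thallium flux slope and its plate-corrected score both differing from the plate sample mean at a set confidence after two filtering rounds, in either direction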;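 note: slope of fluorescence scaled to starting intensity during 10 to 20 s after thallium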
m-calpain inh: inhibitors of pig calpain II, primary screen, biochemical, fluorogenic peptide substrate, 1536-well | inhibition, % at 16 µM | 220,000 tested, 0.37% active | purified calpain II, 30 min | AID 1236, 2008;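 active = inhibition above about 50%, limit read from the data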
Furin inh: human furin inhibitors, primary screen, biochemical, fluorescence intensity; purified furin, fluorogenic substrate cleavage; inhibition, % at 30 µM; 220,000 tested, 0.061% active; in the data active = inhibition above about 25%; note: inactives centre near -15
PPC-1+TRAIL kill: compounds killing PPC-1 cancer cells with TRAIL present, primary screen, TRAIL potentiator project, ATPLite luminescence, uHTS. PPC-1 cells + TRAIL, ATPLite viability luminescence. cell killing (% activity), % at 4 µM. 220,000 tested, 0.41% active. AID 1443, 2008;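 active = cell killing above 50% in the first pass at 4 µM, then a duplicate retest at 5 µM averaging 50% or more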;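 note: plate controls were cells with TRAIL plus DMSO for no effect and medium-only wells lacking cells for full effect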
zfTRPN1 agonist: zebrafish TRPN1 channel agonists, primary screen, cell-based, HEK293, calcium fluorescence | activation, % at 3 µM | transient receptor potential cation channel N1 (TRPN1/NompC), Danio rerio | 220,000 tested, 0.18% active | HEK293 zebrafish TRPN1-YFP, Fluo-8 calcium fluorescence; 100% = response to 87 µM carbachol;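 active = activation above its plate's cutoff, the mean activation of test wells on that plate plus 3 SD, cut at about 19% in these data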;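 note: 0% = DMSO alone and 100% = 87 µM carbachol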
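Material: zebrafish TRPN1-YFP in HEK293 cells. Doses: one dose of 3 µM, 0.3% DMSO. Incubation: dye 1 h 37 °C plus 30 min RT. Measured by: intracellular calcium fluorescence with Fluo-8.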
thrombin 1536: human alpha-thrombin inhibitors, primary screen, counter-screen for coagulation protease inhibitor project, biochemical, 1536-well, fluorogenic AMC substrate; Prothrombin (Homo sapiens), P00734; inhibition, % at 5 µM; Boc-VPR-AMC fluorogenic substrate cleavage; AID 1046, 2008; 220,000 tested, 0.26% active;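 active = inhibition at or above 40%; inactive = inhibition below 40%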;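 note: 0% = enzyme with no compound and 100% = wells without enzyme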
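System: Human alpha-thrombin protein | Medium: pH 7.5 Tris (50 mM) with NaCl 150 mM, Tween 20 0.05% | Times: Enzyme reaction carried out at room temperature | Detection: AMC fluorescence, 355/460 nm | Evaluation: Percent inhibition scaled between no-compound controls and no-enzyme blanks | Benchmarks: Enzyme without compound as high, wells lacking enzyme as low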
TbHK1 inh: Trypanosoma brucei hexokinase 1 inhibitors, primary screen, biochemical, G6PDH-coupled NADH absorbance, MLSCN library; hexokinase 1 [Trypanosoma brucei]; recombinant TbHK1, G6PDH-coupled NADH A340; inhibition, % at 10 µM; 220,000 tested, 0.11% active;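 active = inhibition of 50% or more in the single-dose primary screen; inactive = inhibition below 50%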
TRPML3 agonist: human TRPML3 channel agonists, primary screen, cell-based, HEK293 TRPML3-YFP, Fluo-8 calcium fluorescence, 3 µM. Mucolipin-3 (Homo sapiens), Q8TDD5. 100% = the carbachol control signal. activation, % at 3 µM. 220,000 tested, 0.29% active. AID 1448, 2008;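 active = activation above its plate's cutoff, the mean activation of the plate's test wells plus 3 SD, cut at about 12% in these data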;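 note: 0% = DMSO only wells and 100% = carbachol wells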
Target sequence (Q8TDD5 whole entry, looked up): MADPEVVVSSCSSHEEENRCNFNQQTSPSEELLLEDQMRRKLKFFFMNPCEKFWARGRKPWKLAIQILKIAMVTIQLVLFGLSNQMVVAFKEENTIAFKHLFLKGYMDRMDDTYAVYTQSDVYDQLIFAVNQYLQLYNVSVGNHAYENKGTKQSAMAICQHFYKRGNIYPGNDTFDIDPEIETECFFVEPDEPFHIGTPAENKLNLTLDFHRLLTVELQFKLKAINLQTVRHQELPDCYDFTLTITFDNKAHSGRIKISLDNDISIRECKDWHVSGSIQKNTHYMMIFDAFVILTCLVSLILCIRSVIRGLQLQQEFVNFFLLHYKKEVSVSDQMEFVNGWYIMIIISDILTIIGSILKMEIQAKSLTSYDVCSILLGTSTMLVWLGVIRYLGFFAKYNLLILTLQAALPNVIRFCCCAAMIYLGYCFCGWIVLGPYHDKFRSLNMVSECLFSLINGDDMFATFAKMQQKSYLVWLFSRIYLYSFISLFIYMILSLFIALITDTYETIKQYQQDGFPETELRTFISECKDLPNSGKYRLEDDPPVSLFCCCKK
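Material: HEK293 cells stably carrying human TRPML3-YFP; compound dosing: single dose, 3 µM final nominal compound, 0.3% DMSO final; incubation: 1-h 37 °C dye load, 5-s basal, 120-s post-compound reads; technique: Fluo-8 intracellular calcium fluorescence, excitation 470-495 nm, emission 515-575 nm; read-out basis: percent activation from peak-to-basal fluorescence ratio, scaled between DMSO and carbachol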
EBV gp42 inh: Epstein-Barr virus gp42 inhibitors, primary screen, biochemical, uHTS, fluorescence polarization; Glycoprotein 42 (Epstein-Barr virus (strain AG876)), Q1HVG2; Fluorescence polarization binding assay, mP read-out; inhibition, % (tested at 21.74 µM); 220,000 tested, 0.42% active; AID 1085, 2008; in the data active = inhibition above about 50%
Target sequence (Q1HVG2 whole entry, looked up): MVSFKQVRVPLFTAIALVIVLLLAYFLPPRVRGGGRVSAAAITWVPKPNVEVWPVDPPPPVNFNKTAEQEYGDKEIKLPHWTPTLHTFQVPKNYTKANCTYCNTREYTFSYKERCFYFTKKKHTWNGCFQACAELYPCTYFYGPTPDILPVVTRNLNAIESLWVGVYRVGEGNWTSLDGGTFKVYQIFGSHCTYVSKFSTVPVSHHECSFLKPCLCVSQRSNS
* hit, by the source's call; · = not tested or not shown; [ ] = another dose, or the depositor's remark.

Start of the listing, in advance:
The line under a structure holds: Cl transport mod	m-calpain inh	Furin inh	PPC-1+TRAIL kill	zfTRPN1 agonist	thrombin 1536	TbHK1 inh	TRPML3 agonist	EBV gp42 inh
CN(/C(=N/S(=O)(=O)c1ccccc1)c1ccccc1)S(=O)(=O)c1ccccc1
    -0.78	-7	-22	20	1.2	0	-6	0.6	12
Cc1ccc(-c2noc(CSc3nnc(Cc4ccccc4)n3-c3ccc(Cl)cc3)n2)cc1
    ·	14	4[20 µM]	-2	-1.8	-2	15	0.4	-12
COc1ccccc1CNC(=O)c1ccccc1N(C)S(C)(=O)=O
    ·	-5	-26[20 µM]	14	-0.3	4	-1	0.8	-21
CCOC(=O)Cn1nc(C)n(-c2ccc(C(C)(C)C)cc2)c1=O
    ·	22	-19[20 µM]	-8	0.8	-5	1	0.5	-7
O=C(N/N=C/c1cccc([N+](=O)[O-])c1O)c1cccs1
    0.014	5	-16	13	-1.1	9	5	1.4	-16
Cc1cc(C(C)(C)C)cc(C)c1COC(=O)C1CCC(=O)N1 (centres undefined)
    -0.15	-9	-7	16	0.3	2	-1	0.4	-10
COc1cc(C(c2sc3nc(C)nn3c2O)N2CCC3(CC2)OCCO3)cc(OC)c1OC (centres undefined)
    -0.21	19	-26	-15	1.2	-3	-4	1.0	7
COc1ccc(CC(=O)N/N=C/C=C/c2ccc3c(c2)OCO3)cc1OC
    -0.21	-15	-13	-3	0.1	-3	-44	0.2	-8

Results, repeating the preview:
The line under a structure holds: Cl transport mod	m-calpain inh	Furin inh	PPC-1+TRAIL kill	zfTRPN1 agonist	thrombin 1536	TbHK1 inh	TRPML3 agonist	EBV gp42 inh
CN(/C(=N/S(=O)(=O)c1ccccc1)c1ccccc1)S(=O)(=O)c1ccccc1
    -0.78	-7	-22	20	1.2	0	-6	0.6	12
Cc1ccc(-c2noc(CSc3nnc(Cc4ccccc4)n3-c3ccc(Cl)cc3)n2)cc1
    ·	14	4[20 µM]	-2	-1.8	-2	15	0.4	-12
COc1ccccc1CNC(=O)c1ccccc1N(C)S(C)(=O)=O
    ·	-5	-26[20 µM]	14	-0.3	4	-1	0.8	-21
CCOC(=O)Cn1nc(C)n(-c2ccc(C(C)(C)C)cc2)c1=O
    ·	22	-19[20 µM]	-8	0.8	-5	1	0.5	-7
O=C(N/N=C/c1cccc([N+](=O)[O-])c1O)c1cccs1
    0.014	5	-16	13	-1.1	9	5	1.4	-16
Cc1cc(C(C)(C)C)cc(C)c1COC(=O)C1CCC(=O)N1 (centres undefined)
    -0.15	-9	-7	16	0.3	2	-1	0.4	-10
COc1cc(C(c2sc3nc(C)nn3c2O)N2CCC3(CC2)OCCO3)cc(OC)c1OC (centres undefined)
    -0.21	19	-26	-15	1.2	-3	-4	1.0	7
COc1ccc(CC(=O)N/N=C/C=C/c2ccc3c(c2)OCO3)cc1OC
    -0.21	-15	-13	-3	0.1	-3	-44	0.2	-8
CCOC(=O)c1ccc(Nc2ncnc3ccccc23)cc1
    -0.89	-4	-14	-5	1.0	-4	-26	0.5	-9
C=C(C)C1CC=C(C)/C(=N/NC(=O)COc2cccc3ccccc23)C1 (centres undefined)
    -0.61	-15	-8[20 µM]	1	1.9	-1	-1	0.8	-12
O=C(NC(=S)NCCN1CCOCC1)c1ccc(Cl)cc1Cl
    -0.21	-2	-17[20 µM]	8	0.9	-4	-2	-0.1	-22
Cc1ccc(C(=O)N/C(=C\c2ccc(-c3ccc(Br)cc3)o2)C(=O)NCCCN(C)C)cc1
    1.3	-128	-2	14	0.5	-6	-7	-0.2	5
O=C(NC(=S)Nc1ccc(S(=O)(=O)N2CCCC2)cc1)c1cccs1
    4.5	28	-14	-4	3.9	-7	12	1.1	14
CCC(=O)OCC(=O)Nc1ccc(OC)cc1[N+](=O)[O-]
    -0.11	-14	-22	15	0.3	3	-4	0.7	-11
CCC(C)(C)NC(=O)c1cc([N+](=O)[O-])ccc1N1CCCCC1
    -0.11	14	-7	1	-0.1	-7	-8	0.8	-10
O=C(CCN1C(=O)/C(=C/c2ccc3c(c2)OCO3)SC1=S)NNC(=O)c1cccnc1
    0.08	37	-21	19	1.3	0	-9	1.4	-12
Cc1csc(SCc2c(C(=O)O)oc3ccccc23)n1
    -1.9	10	-27	·	-0.1	-2	2	1.0	5
CC1CCCCN1C(=O)CSc1nnc(-c2ccc(Cl)s2)o1 (centres undefined)
    0.12	-17	-21[20 µM]	10	-0.6	-1	-1	0.5	-4
Cc1nc2cc(C(=O)NCCN3CCOCC3)ccc2n1-c1ccc(F)cc1F
    1.8	-49	-15	18	1.5	-6	0	1.0	4
c1ccc(CCn2nnnc2CN2CCN(C3CCCC3)CC2)cc1
    0.63	46	-9[20 µM]	17	4.0	-9	5	1.3	-6
O=C(NCCc1cccs1)C12CN(Cc3ccccc3)CC1C(c1cccc([N+](=O)[O-])c1)=NO2 (centres undefined)
    -1.1	-178	-14[20 µM]	4	-0.6	-6	-2	-0.3	-18
O=C1NC(=O)[C@@H]2C3c4ccccc4C=CN3[C@H](C(=O)c3cccs3)[C@H]12 (some centres undefined)
    -1.5	-5	-24	-6	1.7	4	-4	1.3	88*
CN(C)/C=C(\C#N)S(=O)(=O)c1ccccc1
    -0.5	-19	-20	11	1.5	-2	2	0.9	-6
CCN(CC)S(=O)(=O)c1ccc2c(c1)c(=O)c(C(=O)NCCCN(C)c1ccccc1)cn2C
    -1.2	-91	-13	-2	-0.2	-1	-11	0.7	4
CCOCC(=O)Nc1sc2c(c1C(=O)OCC)CCCC2
    0.55	-2	-17[20 µM]	25	-0.7	-2	-2	-0.3	1
COCCN1CCn2c(nc3cc(NC(=O)c4ccc(OC)cc4)ccc32)C1
    -0.26	-52	-25	9	-1.2	-8	-4	0.8	-5
CCN(CC)S(=O)(=O)c1cccc(C(=O)N/N=C/c2ccccn2)c1
    0.5	-15	-8	24	0.6	-10	-4	0.9	-2
Cc1cc(C(=O)Nc2c(C)n(C)n(-c3ccccc3)c2=O)cs1
    0.63	-10	-3[20 µM]	36	0.6	10	0	0.2	-13
Cc1sc2ncnc(Sc3ccccc3C(=O)Nc3ccc(Br)cc3)c2c1C
    -0.16	-86	-3	7	0.8	-7	-15	0.5	-25
CSc1ccc(/C=C/C(=O)OCC(=O)N(C)CCC#N)cc1
    0.091	-425	-14	0	-0.2	-5	-27	1.2	0
COc1ccc(C2=CC(c3c(C)nn(-c4ccccc4)c3Cl)n3nnnc3N2)cc1OC (centres undefined)
    -1.3	-112	-14	10	0.6	3	-14	0.1	13
Cc1cc(C)cc(N(C(=O)CNC(=O)c2ccco2)C(C(=O)NC2CCCC2)c2cccnc2)c1 (centres undefined)
    0.26	-6	-21	8	0.5	-8	0	0.8	-20
COc1c(/C=N/NC(=O)c2ccccc2O)c(CCN(C)C(C)=O)cc2c1OCO2
    0.49	7	-8	18	-0.2	-6	-18	0.0	-5
O=C(NCCc1csc(-c2ccc(C(F)(F)F)cc2)n1)c1cccs1
    ·	32	1	-8	-0.4	-4	5	-0.5	-12
CCCCn1c(=O)c(C(=O)c2ccccc2)nc2ccccc21
    ·	8	-11[20 µM]	9	-1.4	3	-3	-1.2	-9
C=CCn1c(=O)c2ccccc2n2nnc(C(=O)OCC)c12
    -1.8	-13	-20	1	-0.5	-11	-8	0.5	-1
COc1ccc(-c2[nH]ncc2-c2csc(C)n2)c(O)c1
    1.1	-8	-14	11	-0.2	22	-2	0.2	11
COc1ccc(Cl)cc1NC(=O)CCc1nc(-c2ccccc2F)no1
    -0.29	28	-18	0	-0.7	-4	1	0.4	6
Cc1ccc(NC(=O)CS(=O)CC(=O)NCC2OCCc3ccccc32)c(C)c1 (centres undefined)
    -0.054	8	-29	-2	-1.4	5	0	-0.8	-29
O=C(OCC(=O)N1CCN(C(=O)c2ccco2)CC1)c1ccccc1C(=O)c1ccc(Cl)cc1
    -0.12	-49	4	0	0.2	1	-5	0.1	-11
Cc1ccc(C(=O)C(OC(=O)c2cnccn2)c2ccccc2)cc1C (centres undefined)
    0.77	21	-24	19	-0.3	1	-6	-0.1	-12
Cc1ccc(N2C(=O)CC(NNC(=O)c3cccc(S(=O)(=O)N4CCCC4)c3)C2=O)cc1 (centres undefined)
    0.19	-3	-19	11	1.8	-2	33	0.3	-17
Cc1ccc(C2C(C(=O)c3cccs3)=C(O)C(=O)N2c2ccc(S(N)(=O)=O)cc2)cc1 (centres undefined)
    -0.13	4	-6	-1	-0.4	-11	-21	0.3	-24
O=C1N(Nc2ccccc2)C(c2ccc(Br)cc2)C12CCCC2 (centres undefined)
    0.28	-23	-32[20 µM]	3	-1.4	-1	3	-0.5	-12
Cc1ncc([N+](=O)[O-])n1CCOC(=O)c1ccccc1
    0.38	-8	-16	2	-0.7	2	-12	0.4	6
Cc1cc(Cl)c2ccccc2n1
    -0.91	-1	-26	24	0.5	-10	0	0.0	2
